High-throughput results as filed in PubChem BioAssay.
Dynein transport: dynein cargo transport inhibition | 220,000 compounds, 0.47% hits | 3617.4 mouse cells, GR-EGFP nuclear translocation imaging; test concentration mostly 20 µM; stimulated with dexamethasone, 1 µM; active compounds read low | z-score, hits read low;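 active means plate z-score of nuclear minus cytoplasmic receptor signal below a set negative limit, without overly bright fluorescence or cell loss, cut at about -3.5 in these data, passing the limit was not always enough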;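 further: z-score of nuclear minus cytoplasmic ring GR-EGFP intensity difference per well; some compounds called inactive have numbers as strong as hits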
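Buffer or medium: tetracycline-free induction medium containing charcoal-stripped FBS / Reagent: dexamethasone agonist, 1.0 µM final, for 30 min / Technique: automated 10x imaging of fixed Hoechst-stained cells / Times: induction 48 h, compound 1 h, agonist 30 min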
Yfh1-depleted yeast: enhancers of respiration in Yfh1-depleted yeast, dose response, Friedreich's ataxia, plus single-dose screen (AID 1465); 220,000 compounds, 0.074% hits; S. cerevisiae Yfh1-off respiration, WST-1 reduction, 72 h; higher fold induction means a stronger effect; fold induction at 50 µM, or EC50 in µM where a hit was titrated;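 active means fold induction of absorbance versus untreated yeast above a set limit, then at least 30% activation at any dose in follow-up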;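 further: activators that raise dye reduction in frataxin-depleted yeast; strong numbers were not always called active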
b-catenin transl: modulators of beta-catenin nuclear translocation | AID 1665 | HeLa beta-catenin nuclear translocation, immunofluorescence imaging | 190,000 compounds, 0.3% hits | nuclear translocation activity, % at 5 µM;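 active means nuclear translocation activity above 50% at 5 µM, with a well cell count of 50 or more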;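 further: per-cell ratio of nuclear to cytoplasmic median beta-catenin stain intensity; plate controls were DMSO negative control for no effect and GSK-3 inhibitor IX positive control for full effect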
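Test system: human HeLa cells, native beta-catenin. Compound dosing: 5 µM primary single dose, 0.1% DMSO, 0.02–20 µM confirmation series. Incubation: compound exposure 24 h at 37°C. Detection: beta-catenin immunostaining with DAPI counterstain, 20x imaging, 6 fields/well. Read-out basis: Nuclear/cytoplasmic beta-catenin signal ratio, % activation.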
WT yeast gro inh: growth inhibition of WT yeast, mitochondrial fusion screen. AID 1362. 190,000 compounds, 2.1% hits. inhibition, % at 10 µM. mitochondrial fusion phenotypic screen, WT strain; in the data active means inhibition above about 58%; tested in S. cerevisiae
AID2073: inhibitors of Mint1-CaV2.2 protein interaction, biochemical, HTRF (AID 2073); inhibition, % at 20 µM, or IC50 in µM where a hit was titrated; 290,000 compounds, 0.19% hits; HTRF protein-protein interaction, Mint1-CaV2.2; higher % means a stronger effect; in the data active means inhibition mostly above about 51%, no sharp cut-off; further: some results filed as inactive read as strong as hits
Autophagy HCS: alters autophagy in cells | AID 463193 | MEF GFP-LC3 puncta imaging; test concentration mostly 10 µM | 190,000 compounds, 0.98% hits | calls only at 10 µM (by protocol);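 active means percentage of spot-positive cells more than 3 SD above its plate mean, without a fluorescence outlier flag or 80% toxicity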;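 further: spot-positive cell cutoff set from DMSO-treated cells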
Insulin prom up: MIN6 insulin promoter up-regulation; MIN6 insulin promoter-GFP reporter, high-content imaging; active compounds read high; z-score at 5 µM; 190,000 compounds, 0.3% hits;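 active means z-score above 3 at 5 µM with at least 500 cells counted in the well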
HIV peptide binding: cell-free HIV fusion peptide-binding blockers – biochemical, uHTS, fluorescence dequenching, primary screen (AID 1986) | cell-free peptide binding, fluorescence dequenching, 30 min; higher % means a stronger effect | inhibition, % at 20 µM, or IC50 in µM where a hit was titrated | 290,000 compounds, 0.3% hits; in the data active means inhibition mostly above about 52%, no sharp cut-off; inactive means mostly below about 76%; further: some results filed as inactive read as strong as hits
MT stabilizer: microtubule stabilization, imaging screen. HeLa tubulin immunostaining HCS, 24 h; share of cells brighter than vehicle mean+2SD. % tubulin-high responders, % at 10 µM. 200,000 compounds, 0.83% hits. AID 2205;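 active means plate Z-score above 3 for both tubulin-high and condensed-nucleus cell shares, with cell loss under 80%, at 10 µM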;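 further: anti alpha tubulin signal scored within the nucleus-defined area of each cell; some results filed as inactive read as strong as hits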
WT yeast gro inh mutant strain: recorded beside WT yeast gro inh, whose call it bears; inhibition, %; mitochondrial fusion phenotypic screen, mutant strain inhibition
Dynein transport cytoplasmic EGFP: also measured in Dynein transport; calls as there; z-score; measured here: cytoplasmic GR-EGFP intensity; active compounds read high
Dynein transport nuclear GR-EGFP: second read-out of Dynein transport, no call of its own (marks repeat the call); z-score; measured here: nuclear GR-EGFP intensity;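 lower value marks the stronger effect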
Dynein transport cell count: second read-out of Dynein transport, no call of its own (marks repeat the call); z-score; measured here: cell count per field
Insulin prom up cell count: second read-out of Insulin prom up, no call of its own (marks repeat the call); cell count; measured here: cytotoxicity, nuclei count;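 total cells summed across four imaged fields per well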
b-catenin transl cell count 5 µM: recorded beside b-catenin transl, whose call it bears; cell count; measured here: cell count, cytotoxicity flag
MT stabilizer Hoechst-high %: recorded beside MT stabilizer, whose call it bears; % Hoechst-high responders; measured here: nuclear condensation Hoechst responders;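 share of cells brighter than vehicle mean plus two SD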
MT stabilizer cytotoxicity %: recorded beside MT stabilizer, whose call it bears; toxicity, %; measured here: cytotoxicity by cell density;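 0% = mean cell density of plate MIN control wells and 100% = no cells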
Autophagy HCS cell loss 18 h: recorded beside Autophagy HCS, whose call it bears; toxicity, %; measured here: cell loss, nuclei count;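 cell loss after 18 h compound exposure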
* = called active by the depositor; i = inactive; . = no result given; + = active, no number.

SMILES	Dynein transport	Dynein transport cytoplasmic EGFP	Dynein transport nuclear GR-EGFP	Dynein transport cell count	Yfh1-depleted yeast	b-catenin transl	b-catenin transl cell count 5 µM	WT yeast gro inh	WT yeast gro inh mutant strain	AID2073	Autophagy HCS	Autophagy HCS cell loss 18 h	Insulin prom up	Insulin prom up cell count	HIV peptide binding	MT stabilizer	MT stabilizer Hoechst-high %	MT stabilizer cytotoxicity %
CSCCC(C(=O)OC1CCOC1=O)N1C(=O)c2ccccc2C1=O (stereo not drawn)	-1.1	-0.287	-0.658	0.883	i	-1.1	1134	-3.6	-5.5	47.3%	i	-2.9	0.34	1315	0.9%	3.6	3.4	3.3
CCOC(=O)C(NCCc1ccccc1)(NC(C)=O)C(F)(F)F (stereo not drawn)	-0.97	-0.307	-0.781	1.18	i	-1.0	1056	-13.8	-2.1	-5.1%	i	-13.3	0.35	1630	-2.6%	2.9	2.4	4.2
Cc1ccc(-c2csc3nc(CSc4nnc(-c5ccc(Cl)cc5)n4C)[nH]c(=O)c23)cc1	-0.836	-0.162	-0.807	1.38	i	0.0	961	1.9	-9.7	-11.0%	i	2.1	-0.78	1290	-0.4%	2.8	3.8	8.8
COC(CNC(=O)C1CCCN(S(=O)(=O)c2c(C)noc2/C=C/c2cccs2)C1)OC (stereo not drawn)	-0.682	-0.24	-0.158	0.983	i	-1.4	1139	7.9	-3.5	-10.3%	i	-25.1	0.33	1336	-2.0%	1.1	1.4	7.2
CCc1nc(SCC(=O)c2ccccc2)c2ccccc2n1	-0.515	0.565	-0.0534	0.0582	i	1.7	1430	21.2	19.0	-0.3%	i	2.5	-0.17	1614	-0.5%	2.2	3.3	5.3
CC1CN(Cc2nc3c(c(=O)[nH]c(=O)n3C)n2CCN2CCOCC2)CC(C)O1 (stereo not drawn)	-0.242	-0.163	-0.1	0.437	i	.	.	20.4	1.2	-4.4%	i	-14.4	.	.	-1.4%	2.0	1.5	5.8
Cn1c(Cc2cccc3ccccc23)nnc1SCC(=O)N1CCN(c2ccccc2)CC1	-0.437	-0.186	-0.259	0.217	i	-0.2	1258	-0.6	10.9	-10.2%	i	4.5	0.09	1709	-4.9%	2.2	1.5	6.1
Cc1nnc(SCCCn2c(N3CCN(c4ccccc4)CC3)nc3c2c(=O)[nH]c(=O)n3C)s1	0.792	-0.155	0.435	-1.01	i	.	.	-6.6	-23.7	-3.5%	i	-4.7	.	.	-1.0%	2.6	1.8	5.5
Clc1ccc(-c2ccc(SCc3ccccn3)nn2)cc1	0.256	-0.242	-0.821	0.99	i	1.6	1371	10.0	6.0	-0.1%	i	0.4	-0.58	1663	-0.7%	1.6	1.8	7.1
CCc1ccc(N2CC(C(=O)Nc3nccs3)CC2=O)cc1 (stereo not drawn)	-0.319	-0.187	0.225	-0.429	i	0.6	791	2.3	-41.8	-6.4%	i	-10.4	0.95	1279	0.8%	6.2	3.5	9.6
O=C(Nc1ccc(Cl)c(S(=O)(=O)Nc2ccccc2Cl)c1)c1cccs1	0.0662	-0.26	-0.357	0.432	i	.	.	83.8*	81.3*	23.1%	i	10.4	-0.04	1241	13.7%	3.8	2.9	7.6
COc1ccc(Cn2nnnc2CN2CCC(O)(c3ccc(F)cc3)CC2)cc1	-0.221	-0.252	-0.181	0.384	i	1.2	979	-13.2	-6.8	-5.1%	i	6.3	-0.36	1695	-0.4%	2.1	1.3	5.2
Cc1cc(Cl)ccc1OCC(=O)N1CCN(c2ncccn2)CC1	0.676	-0.185	-0.162	0.0106	i	-0.9	1054	0.0	-18.1	11.8%	i	-11.2	-0.18	1449	-0.4%	3.8	1.9	12.2
Cc1ccc2nc(NCCO)nc(-c3ccccc3)c2c1	2.85	0.00252	1.54	-1.48	.	1.6	1149	24.0	14.6	25.0%	i	12.1	-1.24	996	1.5%	14.7	2.0	1.7
COC(=O)c1[nH]c2c(c1C)C(=O)CC(c1cccs1)C2 (stereo not drawn)	2.07	-0.00607	1.5	-2.56	i	39.2	530	3.7	1.5	7.4%	+	62.9*	-2.11	822	5.1%	15.7*	48.8*	47.6*
CCCN(CCC)CCCNC(=O)CS(=O)Cc1nc(-c2ccc(OC)c(OC)c2)oc1C (stereo not drawn)	0.665	-0.103	0.652	-0.193	i	.	.	71.0*	0.8*	-5.2%	i	16.8	.	.	0.9%	10.3	1.2	2.5
O=C(N/N=C/c1cccc(O)c1)c1cc(-c2ccc3c(c2)OCO3)n[nH]1	0.633	-0.318	0.145	-0.414	i	1.1	1045	6.8	-11.4	-0.4%	i	-15.2	-0.17	1537	1.1%	3.9	3.2	3.9
Cn1c(N)c(C(=O)COC(=O)C2(c3cccc(F)c3)CCCC2)c(=O)n(C)c1=O	-0.311	-0.158	-0.114	0.595	i	-0.7	950	14.3	8.3	12.9%	i	-10.4	-0.2	1061	-0.5%	1.6	2.2	9.8
Cc1ccc(N(C(C)C(=O)N2CCC(C)CC2)S(C)(=O)=O)cc1C (stereo not drawn)	0.165	-0.279	0.35	0.352	i	-1.7	1017	-9.8	9.5	-1.2%	i	-3.7	0.23	1814	-1.6%	2.9	1.4	5.2
COc1ccc(/C=C2/N=C3CCCCCN3C2=O)cc1OC	0.0603	-0.254	0.0527	-0.536	i	.	.	-17.6	6.0	26.7%	i	5.2	.	.	-0.9%	1.3	1.9	2.5
CCc1c(C(=O)NC2CCCC2)csc1C	-0.573	-0.247	-0.649	1	i	6.5	976	25.0	-2.9	20.4%	i	-1.1	0.03	1701	1.2%	2.7	1.5	6.1
Cc1ccc(S(=O)(=O)/C=C/c2ccccc2)cc1	-0.136	-0.173	-0.0394	-0.217	i	-1.0	1134	6.6	4.3	-4.6%	i	-4.6	-0.27	1460	-1.9%	2.3	2.5	13.1
CC(Sc1nnnn1-c1ccc(O)cc1)c1nc2ccccc2c(=O)[nH]1 (stereo not drawn)	-0.465	-0.22	0.2	0.362	i	-0.3	1387	.	.	13.6%	.	.	0.71	1011	-1.5%	.	.	.
O=C(NC(Cc1ccccc1)c1nc2ccccc2[nH]1)c1ccc(Cl)c([N+](=O)[O-])c1 (stereo not drawn)	-0.43	-0.195	-0.194	0.396	i	-1.4	1152	25.8	-1.6	4.2%	i	20.7	0.57	1547	1.7%	1.9	2.0	4.6
CC(C)(C)OC(=O)N1CCCC1C(=O)N1CCCC1C(=O)N1CCCC1C(=O)O (stereo not drawn)	0.0646	-0.192	0.0216	1.05	i	.	.	-0.7	-0.1	-3.1%	i	-2.4	-1.04	1130	-0.7%	3.9	1.6	2.0
CS(=O)(=O)N1CCN(C(=O)c2ccccc2)C1	-0.59	-0.213	-0.233	0.23	i	.	.	-16.6	-18.9	2.9%	i	-2.1	.	.	-0.6%	2.1	1.9	25.6
COC(=O)c1sc(-c2ccccc2)cc1NC(C)=O	0.403	-0.228	0.3	0.29	i	0.6	1051	9.6	-21.1	16.6%	i	-5.6	-0.41	1209	-0.1%	3.0	2.9	1.2
CSc1ccccc1N=Cc1nc(-c2ccccc2)oc1O	0.836	-0.169	0.41	-0.326	i	-8.0	858	41.6	35.4	26.6%	i	1.6	.	.	0.1%	0.9	1.3	7.7
CCn1c(SCc2ccccc2Cl)nc2nc3c(cc2c1=O)CCCC3	0.212	-0.262	0.139	0.328	i	-0.2	920	44.9	16.6	-1.3%	i	16.5	-1.04	2073	-2.2%	3.5	4.7	6.9
CCn1c(=O)[nH]c(=O)c2c(N)c(C(=O)c3cc(F)ccc3F)sc21	-0.183	-0.235	0.682	0.264	i	-0.4	1297	.	.	-2.0%	.	.	-1.15	1067	0.5%	.	.	.
O=C(NCc1ccccc1)/C(=C/c1ccc(OC(F)F)cc1)c1ccccc1	0.704	-0.181	0.282	-0.682	i	-1.2	1081	62.8*	13.2*	5.8%	i	4.2	-0.37	1471	-0.2%	2.4	3.2	8.3
Cn1c(=O)c2ncn(CC(=O)O)c2n(C)c1=O	0.0838	-0.2	-0.0284	-0.418	i	-1.5	1165	.	.	-0.1%	.	.	-0.53	1403	0.8%	.	.	.
COc1cc(/C=C/C(=O)Nc2ccc3nc4n(c(=O)c3c2)CCCC4)cc(OC)c1OC	-0.193	-0.304	-0.00379	0.0775	i	-0.3	1102	-5.3	-3.0	15.3%	i	-1.8	.	.	-1.7%	5.4	2.3	4.8
O=C(NCc1ccccc1)N(Cc1cc2cc3c(cc2[nH]c1=O)OCO3)CC1CCCO1 (stereo not drawn)	2.67	-0.153	1.98	-1.03	i	-6.3	938	-6.3	-8.1	8.5%	i	18.7	-0.16	1138	-2.0%	1.7	1.1	1.0
O=C(c1ccc(Cl)c(Cl)c1)N1CCCC1	0.068	-0.0616	0.36	0.159	i	-5.8	1191	-16.8	-4.1	6.0%	i	-6.1	-0.02	923	3.9%	1.7	2.0	7.2
COCCNC(=O)C(c1ccc(C)o1)N(C(=O)C(=O)NC1CCCCC1)c1ccc(F)cc1 (stereo not drawn)	0.898	-0.342	0.144	0.262	i	1.0	1424	-1.6	-5.8	-11.4%	i	-1.9	-1.43	1451	-0.7%	0.8	0.7	6.6
Cc1ccc(NC(=O)C2CCN(C(=O)c3ccccc3C)CC2)cc1	0.0922	-0.174	-0.0641	0.0933	i	-0.8	993	-7.9	-3.4	5.2%	i	-0.4	-0.26	1348	1.3%	3.7	2.5	2.7
